ALOX12 inh: inhibitors of human 12S-lipoxygenase ALOX12 | purified 12hLO, xylenol orange hydroperoxide absorbance | Potency, µM (top dose mostly 108 µM), without a hit: top-dose activity change, negative = inhibition, most hits filed as inhibitors | 1.1% of 580,000 active | AID 1671190; note: % is set by controls: 0 for no effect and ±100 for the full control effect
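Purified human 12hLO at 150 nM in 25 mM Hepes, 0.01% Triton X-100, pH 7.0, preincubated 15 min at room temperature with compound. Reaction started with 40 uM arachidonic acid, 30 min at room temperature. Hydroperoxide measured by Fe-xylenol orange, 573/405 nm absorbance ratio.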
TrxR1 inh: rat TrxR1 inhibition | O89049 | recombinant rTrxR1, NADPH fluorescence consumption, selenite substrate | Potency, µM (titrated, usually from 114 µM), for inactives: at the top dose activity change, negative = inhibition, hits mostly inhibitors | 1% of 390,000 active; note: % is set by controls: 0 for no effect and ±100 for the full control effect; nearly all actives have a fitted effect of over 65% in size
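Rat TrxR1 (90 nM in the dispensed reagent) was pre-reduced with 400 uM NADPH for 5 min at room temperature, then incubated with compound for 15 min. After 400 uM selenite was added, NADPH fluorescence (Ex 340/Em 450 nm) was followed for 8 min.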
RGS4 inh: human RGS4 inhibition; P49798; Transcreener GDP fluorescence polarization, RGS4-accelerated GTP hydrolysis; Potency, µM (titrated, usually from 114 µM), inactives show top-dose activity change, negative = inhibition, most hits filed as inhibitors; 0.039% of 390,000 active; AID 504845; note: % is set by controls: 0 for no effect and ±100 for the full control effect; nearly all actives have a fitted effect of over 75% in size; some results filed as inactive show a strong effect at the top dose
Target sequence (P49798 whole entry, looked up): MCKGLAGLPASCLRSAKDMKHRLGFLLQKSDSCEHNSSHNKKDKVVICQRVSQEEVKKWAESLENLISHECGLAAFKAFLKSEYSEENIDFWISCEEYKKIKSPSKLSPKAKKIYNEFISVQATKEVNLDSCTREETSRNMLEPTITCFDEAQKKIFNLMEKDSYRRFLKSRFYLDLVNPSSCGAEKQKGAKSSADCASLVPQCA
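MLSMR compounds (23 nl, pin-transferred) preincubated 10 min at room temperature with a 500nM (2x) first reagent, then RGS4 at 900nM (2x) plus Transcreener GDP mix added; fluorescence polarization (620/688 nm) read before and after 90 min at 30 °C.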
GLS inh: glutaminase GLS (human) inhibition; O94925; GLS enzymatic activity, qHTS titration; Potency, µM (highest dose often 45.5 µM), for inactives: at the top dose activity change, negative = inhibition, usual class: inhibitors; 0.21% of 410,000 active; note: % is set by controls: 0 for no effect and ±100 for the full control effect
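Coupled fluorescence readout: glutamate oxidase/HRP/Amplex Red detect glutamate formed by hKGA from L-glutamine (1 mM solution added). Buffer 45 mM KH2PO4 pH 8.2, 0.02% Tween-20; reads at t0 and 30 min RT.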
HP1b chromo inh: HP1-beta chromodomain-methylated histone interaction inhibition; 0.56% of 390,000 active; AlphaScreen HP1-beta / biotin-H3K9me3 peptide binding; Potency, µM (highest dose often 114 µM), for inactives: at the highest dose activity change, negative = inhibition, hits mostly inhibitors; note: nearly all actives have a fitted effect of over 70% in size; inactives centre near 23
Target sequence (P83916 whole entry, looked up): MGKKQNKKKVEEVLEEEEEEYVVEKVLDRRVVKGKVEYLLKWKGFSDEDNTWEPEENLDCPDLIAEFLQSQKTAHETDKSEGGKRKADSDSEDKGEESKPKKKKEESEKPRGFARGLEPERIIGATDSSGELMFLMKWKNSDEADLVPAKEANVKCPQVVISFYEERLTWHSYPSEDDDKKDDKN
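AlphaScreen: HP1-beta (50 nM) preformed 30 min with biotin-H3(1-18)K9me3 peptide (50 nM) in PBS pH 7.4, 0.01% Tween-20. Compound added for 30 min at RT, then streptavidin donor/nickel chelate acceptor beads (10 ug/mL) for 30 min.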
ERG Ets-DNA blk: inhibitors of human ERG Ets domain-DNA interaction | P11308 | fluorescence polarization, His-ERG Ets domain / labelled DNA | Potency, µM (highest dose often 76.9 µM), without a hit: top-dose FP activity, negative = inhibition, usual class: inhibitors | 0.028% of 370,000 active | AID 624246; active = well fitted inhibition curve with a large enough effect in the polarisation, with a control signal flat; inconclusive = small, poorly fitted or top-dose-only effect, or effect the other way, or a change in a side signal; inactive = no such curve, though single readings can be large or run the other way; the % refers to the polarisation;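 note: polarization taken with two DNA probes labelled with fluorescein and Texas red; % of control where 0% means no effect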
Target sequence (P11308 whole entry, looked up, the tested form may be a part): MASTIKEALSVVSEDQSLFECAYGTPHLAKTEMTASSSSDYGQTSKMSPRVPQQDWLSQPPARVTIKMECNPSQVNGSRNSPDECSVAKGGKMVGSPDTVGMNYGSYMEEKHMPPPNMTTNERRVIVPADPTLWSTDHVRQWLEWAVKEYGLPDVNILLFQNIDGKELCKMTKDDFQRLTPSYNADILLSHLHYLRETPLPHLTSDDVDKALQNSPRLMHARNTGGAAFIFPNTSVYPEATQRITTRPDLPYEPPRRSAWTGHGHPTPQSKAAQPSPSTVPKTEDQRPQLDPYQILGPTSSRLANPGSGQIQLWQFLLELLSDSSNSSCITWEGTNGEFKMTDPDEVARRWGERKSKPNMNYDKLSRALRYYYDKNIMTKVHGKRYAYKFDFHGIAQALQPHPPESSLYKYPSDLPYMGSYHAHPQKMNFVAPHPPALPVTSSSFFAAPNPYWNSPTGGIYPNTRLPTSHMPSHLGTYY
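His-tagged ERG Ets domain (1 uM in the protein solution; 300mM KCl, 50mM Tris-HCl, 1mM EDTA, 1mM DTT, pH 7.5) received compound, then a probe mix of 5 nM fluorescein-DNA and 100nM Texas-615-DNA. Fluorescence polarization was read for both dyes.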
JMJD2A Tudor inh: JMJD2A Tudor domain (human) inhibition | O75164 | AlphaScreen JMJD2A-Tudor / H3K4me3 peptide binding | Potency, µM (titrated, usually from 114 µM), for the others: top-dose activity change, negative = inhibition, usual class: inhibitors | 4.4% of 390,000 active; note: % is set by controls: 0 for no effect and ±100 for the full control effect; nearly all actives have a fitted effect of over 50% in size
PGK inhibitor: inhibitors of T. brucei phosphoglycerate kinase. PGK/GAPDH coupled, Kinase-Glo luminescence, 60 min. Potency, µM (highest dose often 57.5 µM), for inactives: at the top dose activity change, negative = inhibition, hits mostly inhibitors. 0.043% of 380,000 active. AID 602233; note: % is set by controls: 0 for no effect and ±100 for the full control effect; nearly all actives have a fitted effect of over 60% in size
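Luminescent ATP detection (Kinase-Glo Plus) follows a 60-minute room-temperature incubation, with wells lacking PGK as controls. Buffer: 100 mM TEA (pH 7.6), 5 mM MgCl2, 0.01% Tween-20. Coupling enzyme GAPDH (100 nM final) supplies unstable 1,3-BPG in-well.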
Pin1 inhibitor: blocks the human prolyl isomerase Pin1 | Potency, µM (highest dose often 115 µM), without a hit: top-dose activity, negative = inhibition, hits mostly inhibitors | Pin1 FP peptide displacement, HiFluor488, 10 min | Q13526 | 0.009% of 390,000 active; active = well fitted inhibition curve with a large enough effect in the polarisation, with a control signal flat, not every such curve was filed as active; inconclusive = small, poorly fitted or top-dose-only effect, or effect the other way, or a change in a side signal; inactive = no such curve, though single readings can be large or run the other way; the % refers to the polarisation; note: % is set by controls: 0 for no effect and ±100 for the full control effect
Target sequence (Q13526 whole entry, looked up): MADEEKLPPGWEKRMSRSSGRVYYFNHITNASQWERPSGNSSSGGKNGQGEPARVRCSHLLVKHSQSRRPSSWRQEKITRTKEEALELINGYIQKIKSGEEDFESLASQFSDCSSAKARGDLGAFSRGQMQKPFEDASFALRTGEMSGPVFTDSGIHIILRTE
The depositor's hits bear a star; i = inactive; ? = inconclusive; · = no result given; & = joins results of further samples; [ ] = dose if it differs, or a comment. Unless noted, calls come from the whole dose curve; as a rule, active = well fitted curve in the direction sought with a large enough effect; inconclusive = small, poorly fitted or top-dose-only effect, or another doubt; inactive = no such curve, though single readings can be large; an effect the other way counts as inactive or inconclusive. Potency is the fitted concentration of half-maximal effect.

SMILES | HP1b chromo inh | JMJD2A Tudor inh | TrxR1 inh | PGK inhibitor | Pin1 inhibitor | RGS4 inh | GLS inh | ALOX12 inh | ERG Ets-DNA blk
CC1(C)CC(=O)C2=C(C1)N(Cc1ccco1)C(=O)C2(NC(=O)c1ccc(Cl)cc1Cl)C(F)(F)F (stereo not given) | -18% | -18% | -10% | 2% | 5% | -8% | 2% | 0% | -15%
Cc1cc(C)cc(OCC(=O)Nc2ccc(N3CCCC3)cc2)c1 | -36% | ? | -10% | · | 4% | -30% | 0% | · | ·
CCNC1=C(Cl)C(=O)c2ccccc2C1=O | ? | 50µM* | -13% | 1% | -5% | -12% | -7% | -3% | 4%
CCn1c(O)c(C=Nc2ccccc2)sc1=O | 40%[activator] | -21% | 16% | i | 7% | 23% | 13% | -17% | 5%
CN1CCN(/N=C/c2ccc(Br)cc2)CC1 | 21% | -33% | 14% | -2% | -1% | 3% | -8% | 9% | -13%
Cc1ccc(N(CC(O)CN2CCOCC2)S(=O)(=O)c2ccc([N+](=O)[O-])cc2)cc1 (stereo not given) | 29% | -13% | 11%[57.1 µM] | -4% | 2% | 18% | -1% | ? | 10%
Cc1ccc(-c2nnc(N)o2)cc1 | 19% | -19% | -10% | -4% | 3% | 12% | 1% | 29% | 19%
O=C(NC1CC1)C1=C[C@H](C2CCCCC2)C[C@H](OCCCCO)O1 | 13% | -21% | 2%[57.1 µM] | -10% | -6% | 4% | 5% | -4% | -2%
Cc1nn(Cc2ccc(Cl)cc2Cl)c(C)c1NC(=O)c1nc2n(n1)C(C(F)F)CC(C)N2 (stereo not given) | 21% | -8% | 0% | 3% | 1% | 0% | 12% | 200%[activator] | 0%
COc1cc2nc(Nc3ccc(C)c(Cl)c3)nc(N)c2cc1OC | -22% | -35% | 4%[57.1 µM] | -10% | ? | 7% | 0% | 20µM* | 10%
CCc1nnc(NC(=O)CN2CCN(Cc3cccc(Cl)c3)CC2)s1 | 31% | -19% | 12%[57.1 µM] | i | -1% | 10% | -4% | ? | -3%
Cc1noc(C)c1C(=O)OCC(=O)NCCc1ccc(S(N)(=O)=O)cc1 | 24% | -1% | 10%[57.1 µM] | -6% | -11% | -23% | -3% | ? | -6%
Cc1sc2nc(SCC(=O)Nc3cccc(C(=O)O)c3)[nH]c(=O)c2c1C | -14% | -23% | 4% | -3% | 1% | ? | 8% | ? | -1%
O=C(Nc1cc(C(F)(F)F)ccc1-n1cnc2ccccc21)c1ccccc1 | 12% | -4% | -3%[57.1 µM] | 4% | 77%[activator] | 20% | 4% | ? | 2%
O=C(NC1CC1)C1CCN(C2CCN(C(=O)c3ccc(C(F)(F)F)cc3)CC2)CC1 | 76%[activator] | -11% | 1% | -8% | -1% | -13%[56.9 µM] | 8% | 7% | 9%
Cc1ccc(N=Cc2sccc2C)cc1C | 28% | -6% | 0% | 1% | 3% | -33% | 1% | -25% | -2%
Cn1c(NN)nc2c1c(=O)n(Cc1ccccc1)c(=O)n2C | -3% | -36% | 12% | -19% | -10% | -3% | ? | -8% | 13%
Cc1ccc(Oc2ncccc2COC(=O)Nc2ccccc2C)cc1 | 45%[activator] | 2%[11.4 µM] | 12%[57.1 µM] | 1% | -1% | -17% | -7% | -8% | -8%
Cc1ccc2nc(N3CCN(C=O)CC3)nc(-c3ccccc3)c2c1 | 126%[activator] | 46%[activator] | 22% | -8% | -15% | -7% | 20% | 2%&-26% | ·
S=C(Nc1ccc(Oc2ccccc2)cc1)N(CCCN1CCOCC1)Cc1ccccn1 | -13% | -16% | 18%[57.1 µM] | -5% | -2% | -26% | -7% | -7% | 10%
CCc1ccc(NC2=NCC(c3ccccc3)S2)cc1 (stereo not given) | 114%[activator] | 22% | 27%[57.1 µM] | i | -5% | -9% | -28% | -9% | -2%
C#CCn1c(=O)cc(C)c2ccccc21 | 11% | -2% | -10%[57.1 µM] | 5% | -1% | 21% | -1% | -12% | 6%
CCCCn1c(SCC(=O)N2CCOCC2)nc2ccccc2c1=O | 40%[activator] | 4% | -8% | -1% | 4% | 14% | -23% | -14% | -2%
COc1ccc(N2CCN(S(=O)(=O)CCNC(=O)c3c(F)cccc3Cl)CC2)cc1 | 22%[57 µM] | -4% | 5%[57.1 µM] | -10% | -3% | -26% | 1% | -8% | -1%
COc1ccc(C(c2nnnn2C2CCCC2)N2CCC(C)CC2)cc1 (stereo not given) | 52%[activator] | -10% | -4% | -1% | -4% | -2% | 2% | ? | -1%
Cc1c(NC(=O)C2(c3ccccc3)CCCC2)c(=O)n(-c2ccccc2)n1C | 26% | 2% | 2% | -6% | -3% | -17% | 7% | 2% | -4%
COc1ccc(-n2c(COc3cccc4ccccc34)nnc2SC(C)C(=O)O)cc1 (stereo not given) | 3% | -21% | 30%[57.1 µM] | -5% | -1% | 11% | -14% | ? | 20%
O=C(CCCn1c(=O)c2ccccc2n(CC(=O)Nc2ccc(F)cc2F)c1=O)NCc1ccccc1Cl | -5% | -18% | 2% | -3% | 6% | -15% | -1% | -30% | 1%
Cc1ccc(N2C(=O)C(CN3CCCC3)C2c2ccccc2)cc1 (stereo not given) | -12% | -30% | 22%[57.1 µM] | -2% | -4% | -13% | -1% | -4% | 4%
CCc1cc(=O)[nH]c(SCC(=O)NCC2CCCO2)n1 (stereo not given) | 22% | -17% | 11%[57.1 µM] | -2% | -7% | -9% | -16% | -7% | 7%
O=C(O)C/C=C(\NC(=O)OCc1ccccc1)C(=O)OCc1ccccc1 | 72%[activator] | 18% | -48% | -4% | -1% | -13% | 0% | -7% | 11%
Cc1nnc(NC(=O)c2cc(S(=O)(=O)N(C)C)ccc2N2CCCC2)s1 | 23% | -8% | 31% | i | 1% | -4% | 3% | 8% | -7%
Cc1cnc(C(=O)Nc2ccc3c(c2)CCC3)cn1 | 40%[activator] | -6% | -4% | -10% | ? | 16% | -7% | 0% | 10%
CN(c1ccc(C(=O)NCc2ccc3c(c2)OCO3)cc1)S(C)(=O)=O | 44%[activator] | 6% | 1% | -5% | -5% | 2% | -4% | 0% | 3%
CCOc1ccc(Nc2nc(-c3sc(N)nc3C)cs2)cc1 | ? | 50µM* | 18% | 0% | 2% | -26% | 0% | 5% | -23%
CCOC(=O)c1cnc(SCc2ccc(C)cc2)nc1N | 84%[activator] | 52%[activator] | 0% | -2% | -4% | -4% | 2% | -9% | -4%
COc1ccccc1NC(=O)/C=C\c1ccco1 | -1% | -31% | 3.5µM* | -2% | 14% | -51% | -11% | ? | 12%
COC(=O)c1cc(S(=O)(=O)NCc2ccccc2OC)cn1C | 32% | -7% | 9% | 2% | -4% | 19% | 9% | -8% | -2%
OC(c1ccc(F)cc1)(C1CCCCC1)C(CN1CCOCC1)c1ccccc1 (stereo not given) | 35% | -14% | 5% | i | ? | -14% | 4% | -20% | 0%
Cc1ccc(CNC(=O)C(C(C)C)N2Cc3ccccc3C2=O)cc1 (stereo not given) | 22% | -16% | 12% | i | -7% | -9% | -6% | ? | -7%
CCN(CC(=O)Nc1ccc(OC)c(Cl)c1)CC(=O)NC(C)C | 32% | -9% | 31%[57.1 µM] | i | -3% | -6% | -14% | 8% | 9%
COc1cccc(SCc2noc(C(=O)NCCC(C)C)c2C(=O)NCCC(C)C)c1 | 60%[activator] | 28% | 63%[activator] | -13% | ? | -2% | -8% | -8% | 0%
O=C(O)C1Cc2ccccc2CN1S(=O)(=O)/C=C/c1ccccc1 (stereo not given) | 38%[activator] | -15% | -3% | -5% | -4% | -3% | -3% | 0% | 6%
COc1ccc(C(=O)C(C)C(C)=O)c(OCc2ccccc2)c1OC (stereo not given) | 50%[activator] | 10% | 4% | 5% | 1% | -15% | 13% | -7% | ·
CONc1nc(NC(C)(C)C)nc(OCC#N)n1 | 27% | 1% | 13% | -5% | -8% | 7% | 10% | 4% | -24%
Cc1ccc(NC2=NCCCCC2)cc1 | 0% | -20%[57.1 µM] | -7% | -4% | -2% | -31% | 8% | 6% | 4%
CC1=C(C(=O)Nc2ccccc2)C(c2ccncc2)n2nc(SCc3ccccc3Cl)nc2N1 (stereo not given) | 36% | -14% | 7% | 7% | 5% | 12% | 6% | -23% | -2%
O=C(c1cc(-c2ccccc2)nn1-c1ccccc1)N1CCN(S(=O)(=O)c2cccc(F)c2)CC1 | 19% | -7% | -11% | i | -2% | -19% | 0% | 22% | 7%
Cc1ccsc1C(C(=O)NCc1ccccc1)N(C(=O)c1csnn1)c1ccccc1 (stereo not given) | -13% | -5% | -2%[57.1 µM] | -1% | -2% | -6% | ? | -8% | 11%
c1ccc(C(c2ccccc2)c2noc(CN3CCN(CC4CC4)CC3)n2)cc1 | 39%[activator] | -20% | -20% | 8% | 3% | -8% | 1% | -3% | 7%
COC(=O)c1cc(NS(=O)(=O)c2ccc(F)cc2)ccc1N1CCOCC1 | 53%[activator] | -11% | -7% | i | 10% | -4% | 50%[activator] | 0% | -6%

From PubChem BioAssay

This is a subset (hit frequency here may not be typical).
